TGFb SMAD3 inh: qHTS for Inhibitors of TGF-b; 1.2% of 410,000 active; HepG2 CAGA-GFP TGF-b/SMAD3 reporter, GFP fluorescence, 18 h; TGF-beta stimulated, 500 pg/mL final; Potency, µM (highest dose often 46.1 µM), inactives show top-dose activity, negative = inhibition, actives largely listed as inhibitors; AID 588855, 2011; note: potency is the fitted concentration of half-maximal effect; % is set by controls: 0 for no effect and ±100 for the full control effect; nearly all actives have a fitted effect of over 65% in size
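TGF-beta reporter screen: HEPG2 CAGA-GFP, 1% FBS, 500 pg/mL TGF-beta final, 18 h; per-cell GFP summed per well; curves fitted and categorized by class.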
A549 tox: Nrf2 qHTS screen for inhibitors: counterscreen for cytotoxicity. A549 ARE-Fluc cells, CellTiter-Fluor viability, 18-24 h. Potency, µM (highest dose often 46 µM), for inactives: at the highest dose activity change, negative = cytotoxicity, hits mostly inhibitors. 0.16% of 390,000 active. AID 504648, 2011; note: potency is the fitted concentration of half-maximal effect; % is set by controls: 0 for no effect and ±100 for the full control effect
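Cytotoxicity counterscreen: CellTiter-Fluor fluorescence was measured in A549 ARE_Fluc cells after 18-24 h of compound exposure in a concentration series. The subsequent BugLite luminescent read reports ARE-luciferase activity.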
ATXN2 expr inh: Primary qHTS for Inhibitors of ATXN expression; AID 1745845, 2022; Potency, µM (series often up to 57 µM), for the others: top-dose activity change, negative = inhibition, usual class: inhibitors; HEK-293 ATXN2-luciferase reporter, luminescence, 24 h; 0.72% of 360,000 active; note: potency is the fitted concentration of half-maximal effect; % is set by controls: 0 for no effect and ±100 for the full control effect; nearly all actives have a fitted effect of over 55% in size
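qHTS (up to 57 uM final) was run with 24 h compound exposure of reporter cells at 37 °C. Each well was multiplexed: SteadyGlo luminescence measured ATXN2-luciferase expression after a fluorogenic Gly-Phe-AFC viability readout (25 uM final).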
MCF10A rerep: A quantitative high throughput screen for small molecules that induce DNA re-replication in MCF 10a normal breast cells. MCF 10A DNA re-replication, Hoechst nuclear intensity, 48 h. Potency, µM (top dose mostly 46.1 µM), inactives show at the highest dose activity, positive = re-replication, most hits filed as activators. 2.9% of 350,000 active. AID 624296, 2012; note: potency is the fitted concentration of half-maximal effect; % of control where 0% means no effect; nearly all actives have a fitted effect of over 50% in size
Nrf2 block: Nrf2 qHTS screen for inhibitors; A549 ARE-Fluc reporter, luciferase luminescence, 18-24 h; Potency, µM (highest dose often 46 µM), without a hit: at the highest dose activity change, negative = inhibition, most hits filed as inhibitors; 2.1% of 360,000 active; note: potency is the fitted concentration of half-maximal effect; % is set by controls: 0 for no effect and ±100 for the full control effect; nearly all actives have a fitted effect of over 60% in size
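Two sequential reads on A549 ARE_Fluc cells exposed to compound for 18-24 h: a CellTiter-Fluor fluorescence read for viability, then a luciferase luminescence read for Nrf2/ARE activity.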
Nrf2 activator: qHTS of Nrf2 Activators; Potency, µM (series often up to 46.1 µM), without a hit: at the highest dose activation, most hits filed as activators; 0.31% of 410,000 active; AREc32 ARE-luciferase reporter (MCF7-derived line), luminescence, 24 h; note: potency is the fitted concentration of half-maximal effect; % of control where 0% means no effect; nearly all actives have a fitted effect of over 65% in size
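Nrf2 activation is followed as ARE-luciferase induction in the AREc32 line after one day of compound treatment; luminescence is read with Steady-Glo.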
IL-1B inflam inh: qHTS for Inhibitors of Inflammasome Signaling: IL-1-beta AlphaLISA Primary Screen; THP-1 LPS/ATP IL-1B secretion, AlphaLISA, 16 h; hits give low values; activity change, % at 57.5 µM; 4.7% of 360,000 active; AID 743279, 2014; in the data active = activity change below about -50%; inconclusive = mostly about -30% to -49%; note: % is set by controls: 0 for no effect and ±100 for the full control effect
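THP-1 cells pretreated 1 hr with compounds (up to 57.5 uM final), then stimulated with LPS (250 ng/mL final) plus ATP (1.25 mM final); secreted IL-1B measured by AlphaLISA after 16 hr, decreased signal indicating inhibition.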
ATXN viability: Viability Counterscreen for Primary qHTS for Inhibitors of ATXN expression. S2 cells (HEK-293 line with an ATXN2-luciferase reporter) viability, CellTiter-Fluor protease fluorescence, 24 h. Potency, µM (top dose mostly 56.7 µM), usual class: cytotoxic. 0.49% of 400,000 active; note: potency is the fitted concentration of half-maximal effect; nearly all actives have a fitted effect of over 40% in size
HepG2 tox: qHTS for Inhibitors of TGF-b: Cytotox Counterscreen; 0.76% of 410,000 active; Potency, µM (titrated, usually from 46.1 µM), for the others: at the top dose activity change, negative = cytotoxicity, usual class: cytotoxic; HepG2 CAGA-GFP viability, ATP luminescence, 18 h; AID 588856, 2011; note: potency is the fitted concentration of half-maximal effect; some results filed as inactive show a strong effect at the top dose
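HepG2 CAGA-GFP cells (1000/well, DMEM with 1% FBS) received compound, then TGF-beta at 500 pg/mL final, and were incubated 18 hours at 37 degrees C. Viability was read by CellTiter-Glo luminescence. Media-only wells were set as complete cell-killing and DMSO as no toxicity.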
* hit, by the source's call; i = inactive; ? = inconclusive; nt = not tested or not shown; [ ] = dose if it differs, or a comment. Unless noted, calls come from the whole dose curve; as a rule, active = well fitted curve in the direction sought with a large enough effect; inconclusive = small, poorly fitted or top-dose-only effect, or another doubt; inactive = no such curve, though single readings can be large; an effect the other way counts as inactive or inconclusive.

SMILES | TGFb SMAD3 inh | A549 tox | ATXN2 expr inh | MCF10A rerep | Nrf2 block | Nrf2 activator | IL-1B inflam inh | ATXN viability | HepG2 tox
C=CCn1c(=O)c2ccccc2n2c(SCC(=O)c3ccccc3)nnc12 | -1% | 2% | 8% | 10% | 19% | 0.5% | -3 | i | 10%
Cc1ccnc(NS(=O)(=O)c2ccc(NC(=O)Cc3ccc(Br)cc3)cc2)n1 | 11% | 0% | -6% | 19% | -24% | -0.4% | 0 | i | 5%
S=C(NCc1ccco1)NC1CCCc2ccccc21 (stereo not given) | -26% | 11% | nt | 6% | -14% | 2.7% | -4 | i | -6%
COc1ccc([C@@H]2[C@@H]3C(=O)N(C(C)(C)C)C(=O)[C@@H]3[C@]3(Cc4ccccc4)C(=O)N(c4ccc(OC)cc4)C(=O)N23)cc1 | 1% | -10% | 9% | 16% | 8% | 0.5% | 2 | i | -3%
COc1ccc(C(=O)NCC2(N3CCCCC3)CCCCC2)cc1S(=O)(=O)N(C)C | 26% | ? | 3% | -10% | -2% | 0.1% | 17 | i | 5%
CC(=O)Nc1ccc(S(=O)(=O)N2CCN(c3cc(C)nc4ncnn34)CC2)cc1 | 18% | 2% | 9% | -3% | ? | -0.6% | 8 | i | 5%
CCCC(c1nnnn1Cc1ccc(OC)cc1)N1CCN(c2ccccc2)CC1 (stereo not given) | -7% | -6% | -4% | ? | -20% | 0.9% | 4 | i | 10%
C=CCN=C1CC(C)(C)CC(=O)/C1=C(\O)c1ccccc1 | -7% | -7% | -7% | 17% | 11% | -0.4% | -9 | i | 9%
Cc1cccc(NS(=O)(=O)c2ccc3c(c2)NC(=O)CO3)c1C | -4% | 2% | nt | -4% | ? | 0.0% | 5 | i | 2%
CC(C)c1ccc(C(=O)CSc2ncn[nH]2)cc1 | -4% | -7% | 18% | -3% | ? | 6.8% | 12 | i | -18%
Cc1nnc(SCc2cccc([N+](=O)[O-])c2)o1 | -1% | 4% | -2% | -1% | -6% | 0.1% | -15 | i | -3%
COc1ccc(Cc2noc(CN(C)Cc3cccc(-n4cccn4)c3)n2)cc1OC | -26% | 3% | -9%[11.3 µM] | -6% | ? | -0.3% | 14 | i | 11%
Cc1ccc(S(=O)(=O)N(CC(=O)c2ccc(Cl)cc2)C(=O)N2CCN(C)CC2)cc1 | 2% | -7% | -2% | -1% | 5% | 0.0% | -2 | i | 3%
CN(C(=O)COC(=O)COc1ccc(N(C)S(=O)(=O)c2ccc(Cl)cc2)cc1)c1ccccc1 | -3% | 0% | nt | 6% | 0% | 0.1% | 8 | i | -7%
CCC(C)C1C(C#N)=C(N)OC2=C1C(=O)CC(C)(C)C2 (stereo not given) | 0% | 8% | -9% | 0% | -15% | -0.3% | 5 | i | -17%
O=C(Nc1nnc(SCC(=O)N2CCOCC2)s1)c1ccccc1Cl | 6% | 1% | -29% | -4% | 9% | 0.2% | 11 | i | -12%
O=C(CCNS(=O)(=O)c1ccc(Cl)cc1)N1CCCCCC1 | 7% | -1% | -9% | -3% | 6% | 0.2% | 18 | ? | -4%
COc1ccc(CC2(CO)CCN(Cc3cnn(-c4ccccc4)c3)CC2)cc1 | 0% | 8% | -17% | ? | 2% | 5.3% | -95* | i | -24%
CC(=O)n1cc([C@@H]2C=C(C(=O)N3CCN(C)CC3)O[C@H](OCc3ccc(CO)cc3)C2)c2ccccc21 | -3% | 11% | -1% | -5% | -3% | 5.1% | -12 | i | -19%
c1ccc(Oc2nnc(-c3cccs3)c3ccccc23)cc1 | -12% | 19% | 3% | 6% | -9% | ? | 18 | i | -6%
COc1ccc(C)cc1NC(=O)c1ccc2nc(Cc3ccccc3)oc2c1 | ? | 10% | ? | nt | nt | 6.0% | nt | i | 4%
O=C(NC1CCCCC1)C(c1ccncc1)N(Cc1ccc2c(c1)OCO2)C(=O)C(F)(F)F (stereo not given) | -13% | -15% | -11% | 1% | 5% | -0.3% | 25 | i | -14%
CCOc1ccc(-n2nnnc2SCC(=O)NC2CCCC2)cc1 | -12% | -3% | -6% | -2% | -9% | 0.4% | 5 | i | -5%
CCCCC(=O)Nc1cc2nn(-c3ccc(OCC)cc3)nc2cc1C | -2% | -3% | 15% | nt | 19% | -0.6% | nt | i | 7%
CC(C)N1CCc2c(sc(NC(=O)Cc3ccccc3)c2C#N)C1 | 3% | 14% | -29% | 8% | -3% | 2.6% | -4 | nt | -10%
COc1cc(-c2cc(C(=O)Nc3ccc(N4CCOCC4)cc3)c3ccccc3n2)cc(OC)c1OC | 16% | -5% | nt | 4% | ? | 3.2% | 84 | i | -1%
Cc1cn([C@H]2C[C@H](O)[C@@H](CNC/C=C/c3ccccc3[N+](=O)[O-])O2)c(=O)[nH]c1=O | -10% | nt | -6% | nt | nt | 5.8% | -12 | i | -13%
O=C(C1=C(O)C(=O)N(CCN2CCOCC2)C1c1cccc([N+](=O)[O-])c1)c1cc2ccccc2o1 (stereo not given) | 10% | nt | nt | nt | nt | 0.2% | 12 | i | 5%
CCC(C)(C)C1CCc2[nH]nc(C(=O)NCc3ccc(Cl)cc3)c2C1 (stereo not given) | ? | 12% | 0% | 8% | -7% | -0.7% | -26 | ? | -8%
COCCNCCCCOc1ccc(C)cc1[N+](=O)[O-] | 3% | -4% | 8% | 0% | 12% | 1.8% | -3 | i | -10%
CCOc1ccc(CN2CCN(C3CCSCC3)CC2CCO)cc1 (stereo not given) | -4% | 0% | -5% | 4% | 2% | -0.3% | -6 | i | -54%
COC(=O)[C@]1(Cc2ccccc2)N[C@H](CN(C)C(=O)c2ccc(C)cc2)[C@@H]2C(=O)N(Cc3ccccc3)C(=O)[C@@H]21 | -14% | -13% | 3% | 2% | -10% | -1.1% | -2 | ? | 3%
COc1ccccc1Nc1nc(C2(C)CCC(=O)O2)cs1 (stereo not given) | -15% | -7% | 52%[activator] | 0% | 1% | 2.6% | 17 | i | -28%
COC(=O)Cn1c(=O)cnc2ccccc21 | 7% | -8%[1.84 µM] | -5% | -2% | 0% | 0.2% | 25 | i | -1%
COc1ccc(CNCCC(c2ccc3c(c2)OCO3)c2ccccc2OC)cc1 (stereo not given) | ? | -3% | ? | nt | -12% | -1.3% | nt | nt | 10µM*
CCS(=O)(=O)c1ccc2c(c1)N(S(=O)(=O)c1ccc(OC)cc1)CC(C(=O)O)O2 (stereo not given) | -4% | -6% | -1% | 2% | -2% | -0.7% | -13 | i | 5%
N#Cc1c(/N=C/c2ccco2)sc2c1CCCCC2 | 2% | -5% | 46%[activator] | -1% | ? | 7.0% | -6 | i | -14%
O=C(c1ccc(Cl)c(S(=O)(=O)NCc2ccco2)c1)N1CCN(c2ccc(F)cc2)CC1 | -6% | -8% | -26% | ? | ? | 0.8% | -2 | ? | -5%
CCOc1ccccc1NC(=O)/C(C#N)=C/c1c(C)nn(-c2ccccc2)c1Cl | 23% | 8% | -5% | ? | ? | 9.7% | -51* | i | 11%
O=C(NCc1cccnc1)c1cc(C2CCCCN2C(=O)c2ccccc2)on1 (stereo not given) | -9% | nt | 2% | nt | nt | -1.1% | 14 | i | -14%
Cc1cc(NC(=O)c2ccc(F)cc2)ccc1-c1cc2ccccc2oc1=O | 4% | -1% | -4% | nt | ? | 0.6% | nt | ? | 0%
Cc1ocnc1C(=O)Nc1ccc(Cl)cc1 | -5% | 3% | 37%[activator] | -6% | ? | 4.6% | 6 | ? | -3%
CCOc1ccc(NC(=O)CSc2nc3c(c(=O)n2C)SC(C)C3)cc1 (stereo not given) | -20% | 0% | ? | 0% | ? | 5.0% | 18 | i | -21%
COCCCNC(=O)c1c(N)n(-c2ccc(S(N)(=O)=O)cc2)c2nc3ccccc3nc12 | 1% | 6% | -14% | 7.3µM* | -6% | 2.4% | -13 | ? | 1%
CCc1ccc(C2C(C#N)=C(N)Oc3cc(N)ccc32)cc1 (stereo not given) | -17% | -18% | 10% | ? | 1% | 5.9% | 1 | i | -1%
O=C(CNC(=O)c1ccc(Cl)cc1Cl)OCc1cn2cc(Br)ccc2n1 | 6% | 1% | 10% | 1% | 2% | -0.1% | 29 | i | 6%
COc1ccc(N2CCN(C(=O)Cn3ncc4c3-c3cc(C)ccc3OC4)CC2)cc1 | -11% | -7% | 3% | nt | 10% | 0.0% | nt | i | -3%
CC(C)(C)OC(=O)N1CCC[C@H]1c1nnc(SCc2c(Cl)cccc2Cl)o1 | 0% | 5% | 0% | 11% | nt | 2.4% | -19 | i | -2%
CSCCC(NS(=O)(=O)c1ccc2c(c1)oc(=O)n2C)C(=O)N1CCN(c2cccc(Cl)c2)CC1 (stereo not given) | ? | -1% | nt | nt | nt | -0.8% | nt | nt | -6%
CC12C(=O)N(CCC(=O)O)C(=O)C1C1C=CC2C1 (stereo not given) | 0% | -2% | -1% | -7% | -12% | 0.0% | 7 | i | -9%

Of the compounds above, four contain a furan ring, fused or not:
SMILES | TGFb SMAD3 inh | A549 tox | ATXN2 expr inh | MCF10A rerep | Nrf2 block | Nrf2 activator | IL-1B inflam inh | ATXN viability | HepG2 tox
S=C(NCc1ccco1)NC1CCCc2ccccc21 (stereo not given) | -26% | 11% | nt | 6% | -14% | 2.7% | -4 | i | -6%
O=C(C1=C(O)C(=O)N(CCN2CCOCC2)C1c1cccc([N+](=O)[O-])c1)c1cc2ccccc2o1 (stereo not given) | 10% | nt | nt | nt | nt | 0.2% | 12 | i | 5%
N#Cc1c(/N=C/c2ccco2)sc2c1CCCCC2 | 2% | -5% | 46%[activator] | -1% | ? | 7.0% | -6 | i | -14%
O=C(c1ccc(Cl)c(S(=O)(=O)NCc2ccco2)c1)N1CCN(c2ccc(F)cc2)CC1 | -6% | -8% | -26% | ? | ? | 0.8% | -2 | ? | -5%

Screening results (PubChem BioAssay)
